Rin1-Abl PPI inh: human Rin1-Abl interaction inhibition | hit rate 0.4% among 360,000 | AID 588664 | TR-FRET Rin1/Abl binding, biochemical | inhibition, % at 7.35 µM; in the data active = inhibition above about 5%, passing the limit was not always enough
LMPTP inh: LMPTP (human) inhibition; AID 651560; recombinant LMPTP-A, OMFP fluorogenic substrate, fluorescence intensity; P24666; inhibition, % at 20 µM; hit rate 0.22% among 360,000;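 active = compounds that cut the enzyme signal by at least half of the control window in the single-dose screen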;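 note: plate controls were DMSO wells with enzyme plus substrate for no effect and substrate without enzyme for full effect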
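Test system: LMPTP-A phosphatase enzyme. Amount: LMPTP-A at 0.625 nM final in the reaction. Reagent: OMFP substrate, 400 µM final. Times: 50 min at room temperature. Signal: endpoint fluorescence intensity from OMFP dephosphorylation. Read-out basis: % inhibition. Benchmarks: no-enzyme and uninhibited controls.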
Neddyl block: blocks human cullin neddylation. P61081+Q13564. TR-FRET cullin neddylation, biochemical. calls only at 25 µM. hit rate 0.58% among 360,000; in the data active = inhibition above about 36%
Target sequence (P61081 whole entry, looked up): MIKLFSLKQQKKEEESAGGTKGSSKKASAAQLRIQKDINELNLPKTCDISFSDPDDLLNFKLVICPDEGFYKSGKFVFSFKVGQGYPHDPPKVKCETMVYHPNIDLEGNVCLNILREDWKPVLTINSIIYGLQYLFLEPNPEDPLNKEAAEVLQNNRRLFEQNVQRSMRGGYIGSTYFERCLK
Target sequence (Q13564 whole entry, looked up): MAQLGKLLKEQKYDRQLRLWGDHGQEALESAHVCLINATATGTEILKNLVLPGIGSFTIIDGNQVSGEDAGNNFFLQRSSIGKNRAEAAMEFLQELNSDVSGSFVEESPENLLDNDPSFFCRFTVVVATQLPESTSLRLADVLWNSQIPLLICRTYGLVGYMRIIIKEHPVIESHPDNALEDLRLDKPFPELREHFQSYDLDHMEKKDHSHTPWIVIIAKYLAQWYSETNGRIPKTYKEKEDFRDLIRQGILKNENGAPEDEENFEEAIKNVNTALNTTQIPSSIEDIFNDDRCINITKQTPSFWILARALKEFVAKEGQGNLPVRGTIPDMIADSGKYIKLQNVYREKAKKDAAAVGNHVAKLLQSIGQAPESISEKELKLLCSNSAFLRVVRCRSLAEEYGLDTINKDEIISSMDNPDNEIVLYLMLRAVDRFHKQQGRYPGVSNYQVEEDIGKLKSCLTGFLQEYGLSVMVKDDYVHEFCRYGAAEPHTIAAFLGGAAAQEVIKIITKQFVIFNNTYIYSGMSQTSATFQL
CSN inh: blocks human CSN-mediated cullin deneddylation. Q92905. Purified CSN, SCF-Nedd8-OG deneddylation, fluorescence polarization. inhibition, % at 12.5 µM. hit rate 0.38% among 360,000. AID 651999;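 active = pattern-corrected inhibition above about 35%, with an unprinted fluorescence ratio check between 0.5 and 1.5, limit read from the data, passing the limit was not always enough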;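 note: 0% = enzyme with substrate and 100% = substrate without enzyme; some results filed as inactive read as strong as hits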
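test system = HEK293T-derived human Csn5 enzyme | amount = 0.24 nM Csn5 enzyme, final concentration | medium = Tris/NaCl/DTT buffer, pH 7.5 | schedule = 90 min reaction at room temperature | signal = FP | evaluation = inhibition of Csn5 cleavage, % | compound dosing = single dose of 12.5 µM compound with 0.25% DMSO | probe or stimulus = 10 nM SCFSkp2-Nedd8OG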
NadD block: blocks S. aureus nicotinate mononucleotide adenylyltransferase | inhibition, % at 20 µM | hit rate 0.78% among 360,000 | purified NadD enzyme, colorimetric absorbance read-out; in the data active = inhibition above about 26%; note: some compounds past the cut are filed as inactive
SUMO1 PPI mod: alters human SUMO1 binding to SIM partners. P63165. SUMO1 binding to a labelled peptide, TR-FRET, 1 h. inhibition, % at 20 µM. hit rate 0.33% among 360,000. AID 602429; in the data active = inhibition above about 37%
Rpn11 inh: blocks the human proteasome subunit Rpn11 | human 26S proteasome, Ub4-pepOG fluorescence polarization; 20S core pre-blocked with epoxomicin | AID 588493 | hit rate 0.59% among 360,000 | calls only at 20 µM | O00487;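 active = inhibition at 20 µM, scaled to each plate's controls, above about 33%, limit read from the data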
Target sequence (O00487 whole entry, looked up): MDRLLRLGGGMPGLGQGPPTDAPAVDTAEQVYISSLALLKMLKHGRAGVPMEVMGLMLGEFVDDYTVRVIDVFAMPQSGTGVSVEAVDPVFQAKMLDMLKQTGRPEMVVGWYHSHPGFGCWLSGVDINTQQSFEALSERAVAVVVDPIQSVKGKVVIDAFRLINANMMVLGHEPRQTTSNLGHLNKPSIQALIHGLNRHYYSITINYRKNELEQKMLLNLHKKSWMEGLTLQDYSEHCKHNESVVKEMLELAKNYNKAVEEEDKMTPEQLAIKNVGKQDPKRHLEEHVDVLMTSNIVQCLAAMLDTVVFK
STEP inh: blocks human striatal-enriched tyrosine phosphatase. P54829. recombinant STEP, OMFP fluorogenic substrate, fluorescence. inhibition, % at 20 µM. hit rate 0.25% among 360,000. AID 588621;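 active = inhibition at 20 µM, scaled per plate between control wells, above about 37%, limit read from the data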;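 note: 0% = DMSO with enzyme and substrate and 100% = substrate only without enzyme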
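Material: STEP (striatal-enriched tyrosine phosphatase) enzyme, cell-free; Compound dosing: 20 µM single dose in 1% DMSO; Technique: fluorescence read at 480 nm ex / 540 nm em; Times: reaction 20 min, ambient temperature; Medium: 50 mM Bis-Tris pH 6.0 with 2.5 mM DTT and 0.005% Tween 20; Also added: OMFP at 25 µM.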
DNMT1 inh: DNMT1 (human) enzyme inhibition | inhibition (reported as % activation of signal), % at 10 µM | DNMT1 molecular beacon, Hinp1I cleavage, fluorescence | hit rate 0.83% among 360,000 | P26358 | AID 588458; in the data active = inhibition above about 50%
Scp-1 inhibitor: blocks human Scp-1 phosphatase activity | Q9GZU7 | Recombinant Scp1, phosphopeptide, malachite green phosphate absorbance | inhibition, % at 20 µM | hit rate 0.88% among 340,000 | AID 493091;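 active = inhibition above about 50% at 20 µM, limit read from the data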;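 note: plate controls were DMSO wells with enzyme for no effect and wells lacking enzyme for full effect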
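Incubation: 45 min enzyme reaction at room temperature / System: truncated SCP-1 phosphatase (76-261aa) / Reagent: Phospho 17-mer peptide substrate / Buffer or medium: Acidic Tris acetate buffer with magnesium and detergent / Signal: absorbance at 630 nm / Doses: one concentration, 20 µM, with 1.0% DMSO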
* marks the source's active call; other numbers are inactive results; i = inactive; · = not tested or not shown; + = active, no number. This is a subset; the hit share may differ from the screen's.

SMILES	Rin1-Abl PPI inh	LMPTP inh	Neddyl block	CSN inh	NadD block	SUMO1 PPI mod	Rpn11 inh	STEP inh	DNMT1 inh	Scp-1 inhibitor
C#CC[N+]1(C)[C@@H]2CC(OC(=O)C(CO)c3ccccc3)C[C@H]1C(O)C2 (some centres undefined)	-2	0.2	i	3	-4	-2	i	0	1	-1
CN=C(SCC(=O)c1cccc(Cl)c1)c1c(O)n(C)c(=O)n(C)c1=O	3	-0.7	i	-4	-7	-1	i	1	-2	11
CCOC(=O)C(=O)NC1CCSC1=O (centres undefined)	-1	-0.1	i	0	2	2	i	-2	4	2
CC1(C)C(c2ccccc2)=NC(c2cccnc2)N1O (centres undefined)	-1	-0.9	i	0	2	0	i	-2	11	13
C/C(CCc1c[nH]c2ccccc12)=N\O	2	-1.3	i	3	1	2	i	-1	1	-1
COc1ccccc1N1C(=O)NC(=O)C2(Cc3cc(C)ccc3N(C)C2)C1=O (centres undefined)	2	-0.1	i	-3	-2	5	i	-1	0	0
COC(=O)C1=C(c2ccc(F)cc2OCc2ccccc2)C[C@@H]2CC[C@H]1N2C(=O)NCc1ccc(F)cc1	3	1.3	i	1	-4	0	i	-1	-3	-11
CN(C)CC#CCOCCOCCC#N	5	1.0	i	-5	2	-1	i	0	1	-1
O=c1[nH]c(=O)n(Cc2ccccc2)c(O)c1/C=N/NCCO	0	-1.0	i	19	-5	5	+	2	4	-11
C=CCn1c(O)c(C(C)=NCCN2CCCCC2)c(=O)[nH]c1=O	2	-7.2	i	-4	-7	-4	i	-4	2	-7
COP(=O)(NC(C)=O)SC (centres undefined)	-2	-0.4	i	-2	4	2	i	-3	4	-9
O=C1NC(=O)C2(CCCc3ccc(N(CCCl)CCCl)cc32)N1 (centres undefined)	3	-0.2	i	1	1	1	i	-1	0	2
COc1ccc(C(CNC(=O)CCc2ccsc2)N(C)C)cc1 (centres undefined)	-1	0.3	i	-3	-6	3	i	0	0	-1
CC1CN(c2ccc([N+](=O)[O-])c3cccnc23)CC(C)N1 (centres undefined)	-4	2.2	i	-1	-1	-19	i	6	3	4
CCCC(=O)NC(Oc1ccccc1Cl)C(Cl)(Cl)Cl (centres undefined)	-2	0.9	i	1	-6	0	i	0	2	-6
Cc1nc2c(c(C)nn2-c2ccccc2)c(C)c1CCC(=O)N1CCC2(CC1)OCCO2	-2	-1.0	·	2	-2	-1	i	0	-2	0
CCOC(=O)C1(CCc2ccccc2)CCN(Cc2csc(C(C)=O)c2)CC1	3	0.6	i	-7	-4	1	i	-2	7	5
CC(C)CN1CCN(Cc2ccccc2C(F)(F)F)CC1CCO (centres undefined)	3	-1.2	i	14	-4	-4	i	3	1	-1
Cc1ccccc1CC(=O)N(CCN(C)C)CC1CCCN(Cc2ccccc2F)C1 (centres undefined)	1	-1.9	i	-2	-5	-3	i	-1	4	-7
COc1ccc(S(=O)(=O)N2Cc3ccccc3-n3nncc3C2)cc1	-1	-1.6	i	2	-2	6	i	-1	6	·
FC(F)(F)c1ccc2c(c1)N(CCCN1CCN(CCCl)CC1)c1ccccc1S2	0	-7.8	i	-2	-3	-5	i	3	10	-3
CC(=O)NCC(=O)Nc1ccc(Br)cc1C(=O)c1ccccc1	1	-0.4	i	0	-4	-2	i	-1	-4	-4
Cn1c(O)c(C2=NN(C(=O)CCl)C(c3ccccc3)C2)c(=O)n(C)c1=O (centres undefined)	0	0.3	i	-1	5	-1	i	2	4	-4
C1=NCCCN2CCCCC12 (centres undefined)	-1	-2.0	i	-1	-3	4	i	-2	1	·
COc1cc(N2CCOCC2)ccc1/C=C1\C(=O)NC(=O)N(Cc2cccs2)C1=O	-3	-0.5	i	18	16	3	i	2	-1	-5

Rewritten as comma-separated lines: part of the list above
molecule,Rin1-Abl PPI inh,LMPTP inh,Neddyl block,CSN inh,NadD block,SUMO1 PPI mod,Rpn11 inh,STEP inh,DNMT1 inh,Scp-1 inhibitor
COc1ccccc1N1C(=O)NC(=O)C2(Cc3cc(C)ccc3N(C)C2)C1=O (centres undefined),2,-0.1,i,-3,-2,5,i,-1,0,0
C1=NCCCN2CCCCC12 (centres undefined),-1,-2.0,i,-1,-3,4,i,-2,1,·
FC(F)(F)c1ccc2c(c1)N(CCCN1CCN(CCCl)CC1)c1ccccc1S2,0,-7.8,i,-2,-3,-5,i,3,10,-3
O=C1NC(=O)C2(CCCc3ccc(N(CCCl)CCCl)cc32)N1 (centres undefined),3,-0.2,i,1,1,1,i,-1,0,2

By substructure: the entries above with a CF3 group
SMILES	Rin1-Abl PPI inh	LMPTP inh	Neddyl block	CSN inh	NadD block	SUMO1 PPI mod	Rpn11 inh	STEP inh	DNMT1 inh	Scp-1 inhibitor
CC(C)CN1CCN(Cc2ccccc2C(F)(F)F)CC1CCO (centres undefined)	3	-1.2	i	14	-4	-4	i	3	1	-1
FC(F)(F)c1ccc2c(c1)N(CCCN1CCN(CCCl)CC1)c1ccccc1S2	0	-7.8	i	-2	-3	-5	i	3	10	-3

Further records.
SMILES	Rin1-Abl PPI inh	LMPTP inh	Neddyl block	CSN inh	NadD block	SUMO1 PPI mod	Rpn11 inh	STEP inh	DNMT1 inh	Scp-1 inhibitor
CCC(=NCc1ccco1)c1c(O)n(-c2ccccc2C)c(=O)[nH]c1=O	5	-1.2	i	0	-3	2	i	0	5	4
COC(=O)C1=C(c2cccc(OCc3ccccc3)c2)C[C@@H]2CC[C@H]1N2C(=O)NCc1cccc(OC)c1	0	6.6	i	7	-4	6	i	-2	-12	-11
CNP(=O)(Oc1ccccc1)OC12CC3CC(CC(C3)C1)C2 (centres undefined)	3	-2.4	i	4	-4	-5	i	0	-5	-7
COc1ccc(CNCCc2c[nH]c3ccccc23)cc1OC	7	-0.5	i	1	0	5	i	-3	0	-4
Cc1cccc(NC(=S)N2CC3CC(C2)c2cccc(=O)n2C3)c1C (centres undefined)	-1	-0.9	i	-5	-4	0	i	-4	1	-3
CCn1c(C)c(C(=O)O)c2cc(OC)ccc21	0	-2.1	i	-3	-2	-3	i	0	2	1
CC(=NCc1cccnc1)c1c(O)n(Cc2ccccc2)c(=O)[nH]c1=O	-5	-1.8	i	-1	0	19	i	1	3	0
O=C1NCN(c2ccccc2)C12CCN(C(CCc1ccccc1)c1nnnn1Cc1ccccc1)CC2 (centres undefined)	4	4.4	i	6	6	3	i	5	30	·
C=C(C)c1cccc(C(C)(C)NC(=O)NC2CN3CCC2CC3)c1 (centres undefined)	1	-2.1	i	-8	-1	-1	i	-2	0	-6
CCC(C)C(NC(=O)CCCNC(=O)CCC(=O)OC1O[C@H]2OC3(C)CC[C@H]4[C@H](C)CCC(C1C)C24OO3)C(=O)O (some centres undefined)	1	-1.2	i	0	1	2	i	-1	4	·
Cc1c(N=Nc2c(O)[nH]c(=S)[nH]c2=O)c(=O)n(-c2ccccc2)n1C	-7	6.6	i	4	-1	-29	i	9	0	-2
Cc1cc(C)cc(N2C(=O)NC(=O)/C(=C\c3cccn3-c3ccc(Cl)cc3)C2=O)c1	0	-0.6	i	-1	25	7	i	1	17	-10
CC(C(=O)Nc1ccc(Br)cc1C(=O)c1ccccc1)N1CCOCC1 (centres undefined)	-2	-0.1	i	-1	-5	3	i	0	-2	-2
CN1C(=O)C(C2c3ccccc3C(=O)N2Cc2ccc([N+](=O)[O-])cc2)C(=O)N(C)C1=O (centres undefined)	0	0.4	i	0	3	-10	i	0	2	-2
CCOC(=O)c1c(-c2ccc(OC)cc2)oc2ccc(OC(=O)N(C)C)cc12	2	2.4	·	-2	-6	-4	i	-2	-12	-6
Cc1[nH]c2ccccc2c1C(=O)CN1CC=C(c2ccccc2)CC1	2	3.6	i	1	7	-14	i	2	-28	3
COc1cccc(OC)c1C(=O)Nc1nc(N)n(-c2ccccc2)n1	-3	-4.3	i	0	-4	-2	i	-2	3	-2
CCC(=O)CC(c1ccc([N+](=O)[O-])cc1)c1c(O)c2ccccc2oc1=O (centres undefined)	3	0.1	i	5	-8	-14	i	0	-1	-2
Cc1ccc(Cl)cc1N1CCN(CCN)CC1	1	-3.3	i	7	-3	-2	i	-4	-1	0
COc1ccc(C(=O)C2CCCN(Cc3cnc(C)s3)C2)cc1OC (centres undefined)	5	-0.4	i	4	-2	-5	i	2	0	-5
COC(/C(C)=C/C=C/C(C)=C/c1coc(C)n1)C(C)C1CC(O)C2(C)OC2C=CC(C)C2CC(CC(=O)O2)CC2OC2C(=O)O1 (centres undefined)	4	-1.6	i	-1	3	-3	i	-3	-3	-8
O=C1NC(=O)C(=Cc2c(Cl)cccc2Cl)C(=O)N1	2	0.0	i	0	7	2	i	0	7	-5
CCOC(=O)Cc1csc(NC(=O)c2c(O)c3ccccc3n(CCC(C)C)c2=O)n1	1	-0.5	i	-1	5	5	i	-1	13	-3
O=C(CCCC1=NS(=O)(=O)c2ccccc2N1)N1CCC2(CC1)OCCO2	-3	-0.3	i	1	4	0	i	-1	0	0
Cc1ccc(C(=O)NC(O)C(Cl)(Cl)Cl)cc1 (centres undefined)	2	-1.5	i	-3	-5	3	i	3	4	0

Next section.
SMILES	Rin1-Abl PPI inh	LMPTP inh	Neddyl block	CSN inh	NadD block	SUMO1 PPI mod	Rpn11 inh	STEP inh	DNMT1 inh	Scp-1 inhibitor
OC(CNCCc1c[nH]c2ccccc12)C(F)(F)F (centres undefined)	1	-1.2	i	-2	-3	2	i	1	-4	4
CSc1ncc(/C=C2/C(=O)NC(=O)N(c3ccc(Cl)cc3)C2=O)cn1	1	-0.4	i	3	4	2	i	-1	1	-1
Cc1nn(C)c(C)c1P(=S)(c1c(C)nn(C)c1C)N(C)C	0	-1.8	i	-6	1	-3	i	2	1	-13
CC=C(CC)C1(CC)C(=O)NC(=S)NC1=O	2	0.2	i	2	2	-2	i	2	2	2
O=C1NC(=O)N(CC2CCCO2)C(=O)/C1=C/c1cccs1 (centres undefined)	0	-0.4	i	6	-1	9	i	5	17	5
O=C(Nc1ccccc1)c1c(O)[nH]c(=O)[nH]c1=O	-1	-0.5	i	-5	-2	7	i	4	0	-2
CC1C(c2ccccc2)OC(=O)N1C (centres undefined)	1	-2.1	i	7	-7	1	i	0	4	1
CCN(CC(=O)Nc1ccc(C#N)c(Cl)c1)CC(=O)NC(C)(C)C	1	-0.2	i	-5	2	1	i	-1	-2	0
C=CCn1c(O)c(C(C)=NCCCn2ccnc2)c(=O)[nH]c1=O	-1	-3.5	i	-4	-7	-2	i	-1	2	-11
CC(C)CCNC(=O)c1cc(C(=O)c2cc(F)ccc2O)cn(CCC(C)C)c1=O	2	0.1	i	1	-6	0	i	4	0	-11
O=c1c([N+](=O)[O-])cn(O)cc1[N+](=O)[O-]	-3	-1.6	i	-5	-2	-35	i	-2	13	2

Source: PubChem BioAssay
